HDAC3 inhib – HDAC3 deacetylase inhibitors, primary screen, biochemical, fluorescence, cell-free homogeneous | Histone deacetylase 3 (Homo sapiens), O15379 | recombinant HDAC3, fluorogenic peptide/trypsin coupled | inhibition, % at 8.3 µM | 320,000 compounds, 0.15% hits | AID 2718, 2010; in the data active = inhibition above about 26%, passing the limit was not always enough; inconclusive = no clear call, values can overlap the other calls
AI-2 QS mod – Vibrio harveyi AI-2 quorum sensing modulators, primary screen, JMH597 strain, luminescence/OD600 ratio. Vibrio harveyi JMH597 AI-2 luminescence/OD600 ratio, 9 h; active compounds read low; strain lacks LuxN and CqsS sensors; 0 = neutral-control median. activity change, % at 7.5 µM. 300,000 compounds, 0.4% hits; in the data active = activity change below about -75%, passing the limit was not always enough; inconclusive = no clear call, values can overlap the other calls;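 also: luminescence divided by OD600 gain over 9 h not by final OD600 alone; inactives centre near 13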
PolyA inhibitor – polyadenylation inhibitors in yeast reporter cells, primary screen, luminescence, S. cerevisiae; S. cerevisiae SKY197-pL101 polyadenylation reporter, beta-gal luminescence; efflux-impaired pdr1/pdr3 knockout yeast; score 100 = 6 SD above DMSO; calls only at 12 µM; 300,000 compounds, 0.02% hits;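 active = lowest replicate activity score at least 50, where 100 means six control SD above control mean; inconclusive = lowest score under 50 but half or more replicates reach 50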;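 also: yeast exposed to compound for 9 h at 30 °C; higher score means more reporter readthrough which indicates perturbed polyadenylation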
GSK3A inh – blockers of GSK3A enzyme activity – biochemical, luminescence, cell-free homogeneous, HTS, primary screen; 320,000 compounds, 0.1% hits; GSK-3 alpha kinase, ADP-Glo luminescence, 60 min; AID 2650, 2010; inhibition, % at 10 µM; Glycogen synthase kinase-3 alpha (Homo sapiens), P49840;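 in the data active = inhibition above about 50%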;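 also: GST-tagged GSK-3 alpha with peptide substrate and 25 µM ATP; 0% = DMSO neutral wells and 100% = GW8510 positive control wells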
Target sequence (P49840 whole entry, looked up): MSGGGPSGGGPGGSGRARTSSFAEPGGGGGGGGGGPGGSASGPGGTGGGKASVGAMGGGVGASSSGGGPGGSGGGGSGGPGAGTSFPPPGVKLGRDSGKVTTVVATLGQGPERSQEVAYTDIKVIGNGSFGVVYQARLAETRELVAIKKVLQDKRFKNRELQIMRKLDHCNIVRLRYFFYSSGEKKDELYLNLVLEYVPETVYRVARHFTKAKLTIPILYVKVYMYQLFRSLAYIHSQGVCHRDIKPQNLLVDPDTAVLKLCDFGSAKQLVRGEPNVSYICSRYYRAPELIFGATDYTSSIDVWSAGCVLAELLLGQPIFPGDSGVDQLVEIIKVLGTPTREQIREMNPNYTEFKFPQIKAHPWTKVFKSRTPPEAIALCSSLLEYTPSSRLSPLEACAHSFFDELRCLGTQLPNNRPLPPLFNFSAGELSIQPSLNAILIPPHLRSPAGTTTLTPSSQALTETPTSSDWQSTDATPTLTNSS
GSK3B inh – human GSK3beta kinase inhibitors, primary screen, biochemical, cell-free homogeneous, HTS. GST-GSK3beta kinase, ADP-Glo luminescence, 60 min; active compounds read low. activity score (negative = inhibition), % at 10 µM. 300,000 compounds, 0.038% hits. AID 2097, 2009;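 active = more than half of replicate wells score below -50%, meaning over 50% inhibition versus plate controls; inconclusive = some replicates but at most half score below -50%; inactive = no replicate scores below -50%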;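 also: 0% = median DMSO wells and -100% = median GW8510 positive control wells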
Target sequence (P49841 whole entry, looked up): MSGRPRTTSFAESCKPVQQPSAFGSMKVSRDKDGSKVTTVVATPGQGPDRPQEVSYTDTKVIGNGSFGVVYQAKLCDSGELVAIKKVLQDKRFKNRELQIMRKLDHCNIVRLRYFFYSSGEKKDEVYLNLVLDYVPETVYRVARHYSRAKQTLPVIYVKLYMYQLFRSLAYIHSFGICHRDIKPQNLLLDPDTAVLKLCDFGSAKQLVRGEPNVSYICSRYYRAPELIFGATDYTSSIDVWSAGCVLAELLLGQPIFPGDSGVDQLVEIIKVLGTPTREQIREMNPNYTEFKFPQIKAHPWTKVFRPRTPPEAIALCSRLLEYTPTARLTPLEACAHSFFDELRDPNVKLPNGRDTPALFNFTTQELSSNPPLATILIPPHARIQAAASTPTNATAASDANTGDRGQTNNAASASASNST
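test system = GST-tagged human GSK3beta kinase, cell-free | reagent = 25 µM ATP with peptide substrate | dosing = one dose of 10 µM per compound | schedule = 60 min reaction, RT | detection = luminescent ADP-Glo measurement of ADP formed | control set = DMSO neutral wells and GW8510 at 20 µM as positive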
Platelet DG rel – inhibitors of platelet dense granule secretion, primary screen, cell-based, MLPCN, human platelets; human platelet-rich plasma, SFLLRN dense granule ATP release, luminescence; inhibition, %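 (compounds screened at 7.5 µM in platelet-rich plasma)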; 300,000 compounds, 0.22% hits; AID 1663, 2009;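 active = mean replicate score, as percent of positive control, at or above 50; inconclusive = mean below 50 but at least one replicate at or above 50; inactive = mean and every replicate below 50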
HSF1 inhib – HSF1 inhibitors in luciferase reporter cells, primary screen, cell-based, NIH3T3, luminescence; activity change, negative = inhibition, % at 7.5 µM (by protocol); NIH3T3-HGL HSE-luciferase, MG132-induced, luminescence 8 h; active compounds read low; 300,000 compounds, 0.77% hits;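 active = more than half of replicate wells show activity change below -50%, luminescence cut by over half; inconclusive = some wells, but at most half, below -50%; inactive = no replicate well below -50%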;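 also: luciferase reports HSF-1 transcriptional activity via heat shock element; 0% = median of DMSO wells and -100% = zero luminescence signal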
HSF-1 act – HSF-1 activators, primary screen, NIH3T3-HGL cells, MG132 stress, luminescence, single point | NIH3T3-HGL HSF-1 luciferase reporter, 8 h; 100% = twice DMSO control signal | activation, % at 9 µM | 300,000 compounds, 1.7% hits | AID 504408, 2011;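 active = mean replicate activation of at least 50% with a set share of replicates each reaching 50%; inconclusive = only one of those two conditions met; inactive = mean below 50% and too few replicates reaching it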;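 also: 0% = median of the neutral control wells and 100% = twice that signal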
HSP90 refold inh – HSP90 inhibitors, primary screen, cell lysate, luminescence; AID 1789, 2009; 290,000 compounds, 0.91% hits; inhibition, % at 5.6 µM; Rabbit reticulocyte lysate, luciferase refolding luminescence, 3 h;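 active = inhibition above the screen-wide mean plus 3 SD, computed separately per campaign, cut at about 16% in these data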;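 also: 0% = DMSO wells and 100% = 60 µM geldanamycin wells; inhibitors lower the luminescence because luciferase stays unfolded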
DYRK1A inh – rat Dyrk1A kinase inhibitors, primary screen, biochemical, single point, plate reader; Dual specificity tyrosine-phosphorylation-regulated kinase 1A (Rattus norvegicus), Q63470; ADP-Glo luminescence, NFATc1 peptide; AID 504441, 2011; 310,000 compounds, 0.43% hits; inhibition, % at 12.5 µM; in the data active = inhibition above about 50%;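 also: plate controls were vehicle with enzyme for no effect and no enzyme for full effect; many of its hits are not listed in these tables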
* marks the source's active call; other numbers are inactive results; i = inactive; ? = inconclusive; . = no result given. This is a subset; rates above refer to the full screens.

no.	Compound	HDAC3 inhib	AI-2 QS mod	PolyA inhibitor	GSK3A inh	GSK3B inh	Platelet DG rel	HSF1 inhib	HSF-1 act	HSP90 refold inh	DYRK1A inh
1	COc1cc(SC)ccc1C(=O)NCCOc1ccc(Cl)cc1	10	1	i	-1	-1	2	2	19	-5	-2
2	COc1ccc(-c2nnc(SC3CCOC3=O)n2C2CCCCC2)cc1OC (stereo not drawn)	10	9	i	1	4	9	-5	-7	-3	0
3	O=C(NCCC(=O)N1CCCCC1)c1ccccc1Cl	3	5	i	-1	2	11	-5	8	-3	4
4	Cc1nonc1NC(=O)CSc1nnc(-c2ccoc2C)n1C	-3	31	i	-4	-1	1	-16	-11	-1	-7
5	CCOC(=O)C1=c2/c(=C/c3ccccc3OC)c(N)c(C#N)n2C(=O)C(c2ccccc2OC)S1 (stereo not drawn)	.	3	i	.	1	3	-3	1	0	.
6	COc1cc(-c2[nH]ncc2CN(C)Cc2nonc2C)cc(OC)c1OC	-8	5	.	-1	3	0	1	2	-2	16
7	Cc1cccc(-c2nsc(SCC(=O)NCc3ccc4c(c3)OCO4)n2)c1	0	24	i	7	1	-8	0	11	4	-4
8	COc1ccc(/C=C2/SC(=O)N(CCNC(=O)CC(NC(C)=O)c3ccccc3)C2=O)cc1 (stereo not drawn)	.	15	i	0	0	4	12	15	2	1
9	COc1cccc(C2c3[nH]c4ccccc4c3C[C@H]3C(=O)N(C4CC4)CC(=O)N23)c1 (stereo partly drawn)	1	9	i	-1	0	9	1	4	-2	-2
10	Cc1nc(C(F)(F)F)c(C(=O)N/N=C(\N)c2cccnc2)s1	2	11	i	0	0	0	-8	-8	12	-1
11	CN(C(=O)CSc1nnc(-c2ccccc2)c(-c2ccccc2)n1)C1CCS(=O)(=O)C1 (stereo not drawn)	3	21	i	0	2	5	3	-7	-2	-11
12	Cc1cc(C(=O)COC(=O)C2=COCCO2)c(C)n1-c1cccc(F)c1	-10	10	i	-3	3	4	12	11	.	11
13	O=C(COC(=O)c1ccc2ccccc2n1)Nc1cccc(S(=O)(=O)NC2=NCCCCC2)c1	-4	8	i	0	0	24	0	10	-1	3
14	Cc1cc(C=NCCO)c(C)n1-c1cc(Cl)ccc1Cl	-1	-16	i	1	1	0	-4	2	-2	.
15	Cc1coc2cc3oc(=O)c(CCC(=O)N4CCC(C(=O)O)(c5ccccc5)CC4)c(C)c3cc12	-4	16	i	-1	4	8	7	11	-2	14
16	COc1ccccc1C(=O)N=C1NC(=O)CC2C(=O)NCCN12 (stereo not drawn)	4	23	i	-2	2	7	-3	-10	0	-1
17	Cc1cc(C(=O)CCC(=O)N(C)CC(=O)Nc2ccccc2Br)c(C)s1	1	27	i	-2	2	-3	1	16	.	1
18	Cc1ccc(C2(C)NC(=O)N(CC(=O)N3CCN(S(=O)(=O)c4ccc(Cl)s4)CC3)C2=O)cc1 (stereo not drawn)	3	.	i	0	-3	-4	7	-1	.	-8
19	Cc1cccc(C(=O)O/N=C(\N)c2ccc(Cl)cc2)c1	0	14	i	-3	0	14	11	32	-6	3
20	CN1CCCC(OC(=O)c2ccccc2F)C1 (stereo not drawn)	-1	4	i	-2	0	-2	-5	-15	-2	.
21	CCC(CC)NCc1ccc(OC)cc1OC	-5	7	i	4	-2	-5	1	15	1	-4
22	O=C(Nc1ccccc1C(=O)N1CCOCC1)c1cccc(S(=O)(=O)N2CCCC2)c1	.	9	i	.	3	5	2	16	4	0
23	COc1ccc(CCNC(=O)c2cc3c(=O)n4cccc(C)c4nc3n(CC3CCCO3)c2=N)cc1 (stereo not drawn)	-2	2	i	1	-1	0	-2	19	-3	-8
24	Cc1ccc(NC(=O)c2noc3c2CCCCC3)cc1C	4	14	i	6	2	2	-11	-12	10	-2
25	COc1ccc(NC(=O)Cn2nnc(-c3ccccc3NS(=O)(=O)c3ccc(OC)cc3)n2)cc1	6	36	i	-3	2	-13	-33	-37	0	2
26	Cc1ccc(-c2nnc(SCC(=O)N3CCCC3)o2)cc1	?	-2	i	-1	1	7	25	34	0	-1
27	Cc1cccc(-c2cc3nc(C)c(C)c(NCCCn4ccnc4)n3n2)c1	0	19	i	0	4	-2	-2	2	19*	2
28	Cc1ccc(NC(=O)COC(=O)c2cccc3c(=O)c(C)c(-c4ccccc4)oc23)cc1	8	20	i	.	-1	7	7	6	0	1
29	COc1ccc(-c2nn(-c3ccccc3)cc2/C=C2/SC(=S)N(Cc3ccco3)C2=O)c(C)c1	7	14	i	1	0	0	4	1	1	-1
30	CCOC(=O)NC(c1ccc(C(C)C)cc1)C(Cl)(Cl)Cl (stereo not drawn)	-2	19	i	2	-2	10	6	8	1	3
31	COc1ccc(Cl)cc1Nc1nc(N)nc(C(F)(F)F)n1	-3	0	i	0	1	-18	10	10	-1	1
32	COc1cc(OC)c(C2C(C(=O)N3CCOCC3)=C(C)NC3=C2C(=O)CC(C)(C)C3)cc1OC (stereo not drawn)	-4	10	i	-1	-1	4	3	8	-4	-2
33	O=C(O)c1ccc(S(=O)(=O)/N=C2\C=C(Nc3ccccc3F)C(=O)c3ccccc32)cc1	3	45	i	20	-12	22	51	65*	92*	57*
34	Cc1cc([N+](=O)[O-])nn1CC(=O)NCc1ccc(Cl)cc1	2	.	i	2	.	12	10	-7	3	-1
35	O=C(Nc1ccc2ccccc2c1)c1ccc(NS(=O)(=O)c2ccc(Br)s2)cc1	-5	5	i	-8	1	0	6	-6	-1	.
36	COc1ccc(-c2cc(C3CC3)nc(N)c2C#N)cc1	-2	-10	i	-1	0	2	1	-18	0	-1
37	CCC1C(=O)NCCN1C(=O)c1ccc2nc(Cc3ccc(OC)cc3)oc2c1 (stereo not drawn)	-7	-2	i	1	-1	5	11	15	-6	6
38	CCOc1cc(C(=O)Nc2nnc(S(=O)(=O)N3CCOCC3)s2)cc(OCC)c1OCC	-9	15	i	-7	-4	-9	0	0	-5	.
39	Cc1nn(Cc2ccc(C(=O)Nc3ccc(C(=O)OC(C)C)cc3)o2)c(C)c1Cl	22	28	i	-1	1	-14	-12	-7	1	-6
40	O=C(O)c1ccc2ccc3ccccc3c2c1	-3	55	i	-6	-3	17	-4	-3	.	.
41	Cc1cccc2cc(/C=C3\N=C(c4ccccc4)OC3=O)c(N3CCOCC3)nc12	7	17	i	-2	1	2	-3	-1	-3	-4
42	COc1cc(/C=N/NC(=O)CNc2n[nH]c(=O)[nH]c2=O)ccc1OCc1ccccc1	7	17	i	-2	1	6	2	20	-1	10
43	Cc1cccc(NS(=O)(=O)c2ccc(C3CCCCC3)cc2)c1	9	40	i	.	1	0	4	4	0	-2
44	O=C(Nc1ccc(N2CCOCC2)nc1)c1ccccc1Cl	5	12	i	-2	-1	-6	11	15	-2	.
45	O=C1c2ccccc2-c2cccc(C(=O)N3CCCCC3)c21	1	24	i	-3	-3	5	-7	-6	1	-5
46	CCN(CC)CCNC(=O)Cn1ncc2ccccc2c1=O	-3	10	i	1	-3	-12	-4	-2	5	.
47	Cc1cccc(NCc2nc(SCC(N)=O)n[nH]2)c1	-1	14	i	0	-1	-2	1	0	0	-1
48	CNC(=S)Nc1ccc(C)cc1	1	13	i	3	2	-9	-13	-2	3	-2
49	Oc1ccccc1OCC(O)c1ccccc1 (stereo not drawn)	1	-10	i	0	-1	-3	12	20	0	-9
50	O=C(CSc1cn(Cc2cccc(F)c2)c2ccccc12)NCc1ccc(F)cc1	.	23	i	0	1	2	3	18	6	6
51	O=C(NNC(=O)c1ccccc1[N+](=O)[O-])c1ccc(NS(=O)(=O)c2cccs2)cc1	3	26	i	0	3	-6	-2	-1	-1	-1
52	C[C@H](NC(=O)c1ccccc1)C(=O)N1CCC2(CC1)NCCc1[nH]cnc12	-12	17	i	-1	2	0	-3	-9	3	2
53	CCCC(=O)N1CCN(c2ccc(NC(=O)c3sc4ccccc4c3Cl)cc2)CC1	-12	8	i	-2	-2	28	2	29	4	-3
54	Cn1cccc1/C=N/NC(=O)CSc1nc2ccccc2[nH]1	7	5	i	0	3	13	-1	-4	3	.
55	CCc1nc(SCc2ccc(C(=O)OC)o2)c2c(=O)n(C)c(=O)n(C)c2n1	-3	51	i	-2	0	0	6	15	-2	0
56	Fc1ccc(NC(=S)NNc2ncc(C(F)(F)F)cc2Cl)c(F)c1	7	10	i	-1	0	0	4	8	1	4
57	c1ccc(Nc2nc3ccccc3o2)cc1	-2	22	i	0	-4	5	24	43	3	5
58	Cc1ccc(NC(=O)c2ccc3nc[nH]c3c2)c(O)c1	2	10	i	0	1	-2	18	66*	-1	.
59	N#Cc1c(N)n[nH]c1CCCN	4	14	i	-2	0	-5	-15	-14	-4	5
60	COc1ccc(N2CCN(S(=O)(=O)c3ccc4c(c3)NC(=O)CS4)CC2)cc1	-2	2	i	0	1	-7	-1	-13	-4	3

The results go on:
no.	Compound	HDAC3 inhib	AI-2 QS mod	PolyA inhibitor	GSK3A inh	GSK3B inh	Platelet DG rel	HSF1 inhib	HSF-1 act	HSP90 refold inh	DYRK1A inh
61	CCC(CC)c1nnc(NC(=O)CSCC(=O)Nc2cc(C)on2)s1	8	26	i	-1	1	3	-2	8	.	9
62	Cc1c(Cl)cccc1NC(=O)C1NC(=O)CC1c1ccccc1 (stereo not drawn)	2	3	i	.	1	-1	-12	-8	2	15
63	Cc1csc(NC(=O)c2cc(C)oc2C)n1	2	3	i	-1	-2	5	12	24	-3	4
64	Cc1csc(NC(=O)CSc2ncnc3ccccc23)n1	-3	-29	i	-2	-3	-5	17	19	-3	-3
65	O=C(NCc1ccon1)C1CCC(=O)N(Cc2cccc(C(F)(F)F)c2)C1 (stereo not drawn)	8	6	i	-2	-4	-18	3	5	0	6
66	O=C(CN(Cc1ccccc1)S(=O)(=O)c1ccc2c(c1)OCCO2)N/N=C/c1ccc(F)cc1	14	39	i	0	-1	-6	4	3	3	0
